Giardia FBPA inh – qHTS Assay for Inhibitors of Fructose-1,6-bisphosphate Aldolase from Giardia Lamblia. A8B2U2. purified Giardia FBPA. Potency, µM (doses to about 59.6 µM), for the others: at the top dose activity, negative = inhibition, most hits filed as inhibitors. 290,000 compounds, 0.71% hits. AID 2451, 2010; further: potency means the concentration at half of the fitted maximal effect; nearly all actives have a fitted effect of over 55% in size
Target sequence (A8B2U2 whole entry, looked up): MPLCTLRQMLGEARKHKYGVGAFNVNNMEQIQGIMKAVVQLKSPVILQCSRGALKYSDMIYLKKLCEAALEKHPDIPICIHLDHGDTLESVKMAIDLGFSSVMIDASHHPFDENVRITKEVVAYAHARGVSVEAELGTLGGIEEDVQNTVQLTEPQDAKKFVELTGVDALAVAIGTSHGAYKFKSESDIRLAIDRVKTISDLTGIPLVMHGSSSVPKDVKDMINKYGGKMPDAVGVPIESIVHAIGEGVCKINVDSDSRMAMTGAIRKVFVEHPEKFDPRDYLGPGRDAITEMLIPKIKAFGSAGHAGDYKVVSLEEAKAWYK
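Giardia FBPA (40 nM reagent) was preincubated 10 min at RT with compound (up to 57.5 uM final), then substrate plus GAPDH/TPI/NAD/arsenate coupling system with diaphorase/resazurin was added; resorufin fluorescence (525/598 nm) was read after 20 min.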
AmpC inh no detg – qHTS Inhibitors of AmpC Beta-Lactamase (assay without detergent); AmpC nitrocefin hydrolysis, absorbance 480 nm, 0.0001% Triton; Potency, µM (series often up to 57.1 µM), for inactives: top-dose activity change, negative = inhibition, actives largely listed as inhibitors; 330,000 compounds, 0.52% hits;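 further: potency means the concentration at half of the fitted maximal effect; plate controls were no compound for no effect and no enzyme for full effect; nearly all actives have a fitted effect of over 20% in size; some results filed as inactive show a strong effect at the top dose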
Target sequence (P00811 whole entry, looked up): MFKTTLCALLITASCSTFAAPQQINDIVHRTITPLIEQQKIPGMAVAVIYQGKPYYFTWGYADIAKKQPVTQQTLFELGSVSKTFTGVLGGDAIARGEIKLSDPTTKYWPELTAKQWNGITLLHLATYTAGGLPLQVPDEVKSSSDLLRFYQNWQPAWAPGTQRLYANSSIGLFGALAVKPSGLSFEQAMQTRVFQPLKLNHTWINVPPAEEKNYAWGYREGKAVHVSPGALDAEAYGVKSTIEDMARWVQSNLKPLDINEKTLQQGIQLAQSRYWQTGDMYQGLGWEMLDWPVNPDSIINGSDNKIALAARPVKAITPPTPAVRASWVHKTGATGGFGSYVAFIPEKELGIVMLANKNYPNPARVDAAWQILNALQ
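AmpC (5.3 nM in the dispensed reagent) in 20 mM phosphate pH 7.0 with 0.01% (detergent screen) or 0.0001% Triton X-100 was preincubated with compounds for 15 min at room temperature. Nitrocefin was then added from an 800 uM solution, and hydrolysis was followed at 480 nm.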
HCMV antiviral – qHTS Assay for inhibitors of the human cytomegalovirus (HCMV); HFF cells, HCMV-luciferase reporter, 72 h; hits give low values; activity change, negative = inhibition, % at 57.5 µM; 410,000 compounds, 4.5% hits; AID 1259415, 2018; in the data active means activity change below about -60%; inconclusive means no clear call, values can overlap the other calls; inactive means above about -39%
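Inhibition of viral replication was scored as loss of reporter luminescence in HFFs infected with HCMV-luciferase (MOI 1 PFU/cell) for 72 h; compounds tested at 2 doses, normalized to buffer and Salinomycin controls.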
AmpC inh detg – qHTS Inhibitors of AmpC Beta-Lactamase (assay with detergent); 370,000 compounds, 0.041% hits; Potency, µM (doses to about 114 µM), for the others: at the top dose activity change, negative = inhibition, hits mostly inhibitors; P00811; AID 485294, 2010; AmpC hydrolysis of nitrocefin, absorbance 480 nm, 0.01% Triton;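 further: potency means the concentration at half of the fitted maximal effect; 0% = no-compound wells and -100% = no-enzyme wells; nearly all actives have a fitted effect of over 25% in size; some results filed as inactive show a strong effect at the top dose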
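AmpC (5.3 nM in the dispensed reagent) in 20 mM phosphate pH 7.0 with 0.01% (detergent screen) or 0.0001% Triton X-100 was preincubated with compounds for 15 min at room temperature. Nitrocefin was then added from an 800 uM solution, and hydrolysis was followed at 480 nm.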
HCV inh – qHTS Assay for Inhibitors of Hepatitis C Virus (HCV). AID 651820, 2012. 340,000 compounds, 3.4% hits. Potency, µM (top dose mostly 41.8 µM), without a hit: at the highest dose activity change, negative = inhibition, hits mostly inhibitors. Huh7.5.1 HCVcc-Cre infection, luciferase reporter, 44 h; further: potency means the concentration at half of the fitted maximal effect
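Infectious HCV cell culture screen: compound-treated cells (1,000/well, pre-plated 4 h) are infected with HCVcc-Cre at roughly 0.5 moi and grown 44 h. Infection is quantified by luciferase signal after 15 min substrate incubation at room temperature.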
Sm TGR block – qHTS Assay for the Inhibitors of Schistosoma Mansoni Peroxiredoxins; Schistosoma mansoni thioredoxin glutathione reductase (TGR), Q962Y6; purified TGR, DTNB reduction, TNB absorbance 405 nm; 360,000 compounds, 3% hits; Potency, µM (highest dose often 114 µM), without a hit: at the highest dose activity change, negative = inhibition, hits mostly inhibitors; AID 485364, 2010; further: potency means the concentration at half of the fitted maximal effect; nearly all actives have a fitted effect of over 60% in size
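First, TGR (20 nM dispensed) and NADPH were mixed with compound. Second, a 15 min room-temperature incubation followed. Third, further NADPH and then DTNB were added to start the reaction. Finally, TNB absorbance was monitored kinetically.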
Numbers without * were called inactive; ? = inconclusive; nt = no result given; [ ] = remark or other dose. Unless noted, the call rests on the fitted dose curve; in most records, active means well fitted curve in the direction sought with a large enough effect; inconclusive means small, poorly fitted or top-dose-only effect, or another doubt; inactive means no such curve, though single readings can be large; an effect the other way counts as inactive or inconclusive. Unless noted, on the % scale 0 is the no-effect control and ±100 the full control effect.

Value order – Giardia FBPA inh	AmpC inh no detg	HCMV antiviral	AmpC inh detg	HCV inh	Sm TGR block
#1 Cc1ccc(Cl)cc1N1CCN(C(=O)CCCn2c(=O)[nH]c3ccc(Br)cc3c2=O)CC1
    nt	nt	?	-4%	nt	-3%
#2 Cc1ccc(NC(=O)c2ccc(Cl)cc2[N+](=O)[O-])nc1
    -2%	-12%	-23	2%	-14%	-6%
#3 COc1ccc(NC(=O)c2ccccc2NC(=O)CN2CCCCCC2)cc1
    nt	-25%	35	-19%	?	-10%
#4 CCOc1ccc(CCNC(=O)c2ccc(OCc3c(C)noc3C)cc2)cc1OCC
    nt	22%	-97*	?	?	0%
#5 Cc1ccc2cc(C#N)c(N3CCCN(C(=O)C4CCCO4)CC3)nc2c1 (configuration not stated)
    -12%	74%[activator]	17	1%	1%	-22%
#6 CCc1nn(CC(=O)NCCCN2CCCC2=O)c(=O)c2cc3sccc3n12
    3%	-7%	5	?	-13%	-4%
#7 CCN(CC(=O)N1CCOCC1)S(=O)(=O)c1ccc(Cl)cc1
    nt	-16%	-31	5%	21%	?
#8 Cn1c(SCc2cccc(Br)c2)nnc1-c1ccccn1
    -5%	18%	-20	2%	17%	1%
#9 COc1ccc(OC)c(S(=O)(=O)NCc2cn3ccsc3n2)c1
    -1%	-17%	-28	-9%	2%	0%
#10 COc1ccccc1C1/C(=C(\O)c2ccc3c(c2)OCCO3)C(=O)C(=O)N1CCCN(C)C (configuration not stated)
    3%	-9%	nt	-4%	nt	-2%
#11 O=C(Cn1nc(C(F)(F)F)c2c1CCCC2)N1CCOCC1
    0%	2%	8	-5%	-5%	8%[57.1 µM]
#12 O=C(NC1CCCCC1)c1cccc(S(=O)(=O)N2CCOCC2)c1
    0%	?	-14	4%	-4%	-4%
#13 CCOC(=O)c1ccc2nc(Nc3nc4ccc(F)cc4s3)sc2c1
    11%	-16%	-91*	-3%	11%	-5%
#14 NC1=NC[C@@H](Cc2ccc(O)cc2)N1CCCCC1CCCCC1
    -3%	-14%	-36	3%	20%	4%
#15 CCOC(=O)CSc1nc2c(sc(=S)n2Cc2ccco2)c(=O)n1-c1ccc(F)cc1
    -4%	-24%	-20	-10%	?	-10%
#16 CC1CCCC(NC(=O)COC(=O)c2cc(=O)[nH]c3ccccc23)C1C (configuration not stated)
    nt	-25%	19	nt	16%	nt
#17 O=C(Cn1cnc2ccccc2c1=O)NCCC(=O)N1CCN(c2ccccc2)CC1
    0%	21%	-3	3%	-5%	0%
#18 CNC(=S)Nc1sc2c(c1C(=O)OC)CCC2
    1%	25%	-16	-5%	-18%	-30%
#19 Cc1cccc(N(CC(=O)N=Nc2c(O)[nH]c3ccccc23)S(C)(=O)=O)c1C
    -6%	16%	57	-11%	-18%	-28%
#20 c1ccc(-c2cc(CSc3nc4ccccc4[nH]3)on2)cc1
    -16%	-31%	?	?	4µM*	6%
#21 O=C(CN1CC(=O)Oc2ccccc21)OCC(=O)c1ccc(F)cc1
    -27%	-53%	139	-2%	-13%	-21%
#22 Cc1nn(Cc2ccc(F)cc2)c(Cl)c1/C=N/NC(=O)c1cccnc1
    2%	-3%	7	1%	11%	2%
#23 Cc1c(Cl)cccc1NC(=S)Nc1ccc2[nH]c(=O)[nH]c2c1
    -25%	-23%	-28	-6%	-3%	?
#24 O=C(CCC1CCCN(C(=O)c2ccc3c(c2)OCO3)C1)NCc1ccc(F)c(F)c1 (configuration not stated)
    4%	54%	-3	3%	?	0%
#25 COC(=O)CSc1nnc(-c2ccc(S(=O)(=O)NCc3ccccc3Cl)cc2)o1
    0%	-14%	58	0%	12%	4%
#26 CCc1noc(C)c1C(=O)OCC(=O)Nc1nc(-c2ccc(F)c(F)c2)cs1
    nt	-34%	14	-2%	?	-13%
#27 NS(=O)(=O)c1ccc(NC(=O)COC(=O)CCc2c[nH]c3ccccc23)cc1
    -1%	-35%	-11	0%	-3%	19%
#28 Cc1ccc2c(CN3CCOCC3)cc(=O)oc2c1C
    -3%	0%	36	2%	17%	23%
#29 CCN(CC(=O)Nc1c(F)cccc1F)C(=O)c1ccc2c(c1)S(=O)(=O)N=C1CCCCCN12
    nt	-21%	-22	-6%	?	8%
#30 Cc1ccc(Cn2nc(C)c(NC(=O)c3cc(-c4ccco4)on3)c2C)cc1
    0%	12%	?	-12%	?	?

Entries listed so far containing a thiophene ring, fused or not, in the order listed:
Value order – Giardia FBPA inh	AmpC inh no detg	HCMV antiviral	AmpC inh detg	HCV inh	Sm TGR block
#6 CCc1nn(CC(=O)NCCCN2CCCC2=O)c(=O)c2cc3sccc3n12
    3%	-7%	5	?	-13%	-4%
#18 CNC(=S)Nc1sc2c(c1C(=O)OC)CCC2
    1%	25%	-16	-5%	-18%	-30%

The listing continues:
Value order – Giardia FBPA inh	AmpC inh no detg	HCMV antiviral	AmpC inh detg	HCV inh	Sm TGR block
#31 Cc1cc(=O)[nH]c(SCC(=O)N(CCC#N)c2ccccc2)c1C#N
    9%	-9%	?	-15%	20%	-15%
#32 Cc1ccccc1OCCCCCn1ccnc1
    8%	11%	?	?	-28%	7%
#33 CN(C)/C=C(\C#N)C(=O)c1cccc(Oc2ccc(Br)cc2)c1
    7%	-18%	65	1%	10%	-13%
#34 CCCCn1c(=O)n(CC(=O)Nc2ccc(C)c(Cl)c2)c(=O)c2c1ncn2Cc1ccco1
    -3%	-23%	30	0%	?	?
#35 Cc1cc(C)n(CC(=O)c2cccc([N+](=O)[O-])c2)n1
    3%	-14%	-3	0%	-7%	-23%
#36 Cc1ccc(S(=O)(=O)NCCNC(=O)CN2CCCC2)cc1
    -3%	4%	-12	?	9%	-5%
#37 O=[N+]([O-])c1ccc(-c2nc(Nc3cccc(O)c3)c3ccccc3n2)cc1
    6%	-33%	-10	3%	6.3µM*	-3%
#38 CC1(C2CC(C(F)(F)F)n3nc(C(=O)O)cc3N2)CC1 (configuration not stated)
    -1%	-11%	27	5%	10%	-1%
#39 C/C(=N/NC(=O)NC12CC3CC(CC(C3)C1)C2)c1ccccc1
    10%	-22%	-62*	-3%	?	-4%
#40 CCCn1c(SCC(=O)c2cc(OC)ccc2OC)nc2c1c(=O)n(C)c(=O)n2C
    -2%	7%	10	?	-8%	-7%
#41 CC(=O)Nc1ccc(NC(=O)CSc2cn(CC(=O)N3CCOCC3)c3ccccc23)cc1
    22%	27%	-21	1%	2%	15%
#42 COc1ccc(/C=N/NC(=O)c2ccccc2)cc1CN1CCN(c2ccc(F)cc2)CC1
    2%	-4%	-15	-5%	-23%	-27%
#43 Cc1cccc2[nH]c(CN(C)Cc3nc(CC4CC4)no3)nc12
    5%	2%	-23	4%	21%	0%
#44 CCc1nnc2c3ccccc3nc(Nc3ccccc3OC)n12
    nt	nt	-11	19%	nt	6%
#45 CC1CCCN(S(=O)(=O)c2ccc(C(=O)Nc3sc4c(c3C(N)=O)CCN(C)C4)cc2)C1 (configuration not stated)
    nt	126%[activator]	-11	-2%	?	3%
#46 CCN1CCN(Cc2ccc(OCc3ccccc3)c(OC)c2)CC1
    -12%	1%	24	-1%	-1%	0%
#47 O=C(NCCCn1ccnc1)c1sc2cccc(F)c2c1Cl
    3%	0%	49	-10%	?	-4%
#48 COc1ccc(C2=NOC(C(=O)Nc3cccc(O)c3)C2)cc1 (configuration not stated)
    5%	-21%	39	-7%	-20%	-9%
#49 COc1ccc(-c2cc(-c3ccccc3)nc(SCC(=O)CC(=O)OC(C)C)c2C#N)cc1
    nt	nt	-22	5%	nt	-15%
#50 CCOC(=O)c1cc2c(=O)n3ccccc3nc2n(CCCOC)c1=NC(=O)c1c(-c2ccccc2Cl)noc1C
    nt	nt	2	-5%	nt	-3%
#51 O=C(OCc1nc2ccccc2s1)c1ccc(Br)o1
    -2%	-25%	3	11%	8%	-17%
#52 N#CC1(C#N)CC(C=O)=C(N)C1(C#N)CC(=O)C12CC3CC(CC(C3)C1)C2 (configuration not stated)
    -3%	16µM*	-2	-10%	8%	40µM*
#53 CCOc1ccccc1OCCCC(=O)N(C)CC(=O)Nc1cc(C)ccc1C
    0%	88%[activator]	-70*	?	-10%	14%
#54 S=C(c1ccc(-c2cccc(Cl)c2)o1)N1CCOCC1
    -6%	-22%	75	13%	?	-11%
#55 O=C1CC(c2ccccc2)c2c(n3ncnc3[nH]c2=O)N1 (configuration not stated)
    nt	nt	4	12%	nt	14%
#56 COc1ccc(-c2cc(C(=O)NCCc3ccccc3)c3c(-c4ccccc4)[nH]nc3n2)cc1
    nt	nt	-82*	-3%	nt	6%
#57 Cc1ccnc(NC(=O)c2ccc([N+](=O)[O-])o2)c1
    -29%	-9%	20	-3%	?	?
#58 COC(=O)CC1Oc2ccc(Cl)cc2-n2cc(-c3ccc(F)cc3)nc21 (configuration not stated)
    nt	nt	-20	-3%	nt	-2%
#59 Cc1ccc(-n2nc3c(N4CCC(C(=O)N5CCCCCC5)CC4)nnc(C)c3c2C)cc1
    nt	148%[activator]	nt	-2%	-26%	-19%
#60 CCCCOP(=O)(c1ccc(N(C)C)cc1)C(O)c1ccc(C(C)C)cc1 (configuration not stated)
    -8%	109%[activator]	-6	0%	-12%	-7%

Taken from above:
AmpC inh no detg, compound 27 reads -35%
AmpC inh no detg, compound 40 reads 7%

(cont.)
Value order – Giardia FBPA inh	AmpC inh no detg	HCMV antiviral	AmpC inh detg	HCV inh	Sm TGR block
#61 O=S(=O)(c1ccc(Cl)cc1)N1CCN(C(=S)NCC2CCCO2)CC1 (configuration not stated)
    11%	42%	-5	1%	nt	-14%
#62 Cc1cccc(Nc2nnc(-c3ccc(C)c(S(=O)(=O)N4CCCCC4)c3)c3ccccc23)c1
    nt	nt	-37	-4%	nt	2%
#63 Cc1cc(-c2ccc(S(=O)(=O)N3CCN(c4cccc(C)c4C)CC3)s2)on1
    -2%	-22%	?	-13%	10%	-7%
#64 CCCc1cc(=O)[nH]c(SCC(=O)c2cc(C)n(C3CC3)c2C)n1
    4%	-13%	-16	-14%	2%	-33%
#65 CCC(=O)N1CCc2cc(S(=O)(=O)N3CCN(C(=O)c4ccco4)CC3)ccc21
    -3%	nt	-4	1%	-5%	0%
#66 Cc1ccc2[nH]c3c(c2c1)CCCC3NCCO (configuration not stated)
    ?	-18%	0	-13%	?	-6%
#67 Cc1nc(C(C)NC(=O)c2cc(COc3ccc(F)c(F)c3)on2)cs1 (configuration not stated)
    nt	46%	0	2%	-19%	-11%
#68 COc1ccccc1NC(=O)/C(=C\c1cccnc1)NC(=O)c1ccccc1
    15%	-12%	7	-8%	-3%	-3%
#69 Cc1ccc(S(=O)(=O)N2CCC(=O)N(C(COCc3ccc(C(F)(F)F)cc3)Cc3ccccc3)CC2)cc1 (configuration not stated)
    -8%	-1%	-33	?	?	-18%
#70 CCCCn1c(=O)[nH]c2ccccc21
    3%	-9%	16	?	8%	0%
#71 C=CCC(NCc1ccco1)c1ccc(OC)c(OC)c1 (configuration not stated)
    -10%	-13%	32	?	17%	-1%
#72 Cc1ccc(C(=O)N(C)CC(=O)Nc2ccc(N3CCOCC3)cc2)s1
    nt	-13%	0	-6%	14%	-10%
